HSP90 inh: HSP90 refolding inhibition in rabbit reticulocyte lysate. luciferase refolding luminescence, 3 h. inhibition, % at 5.6 µM. hit rate 0.91% among 290,000. AID 1789;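 active = inhibition above the screen-wide mean plus 3 SD, computed separately per campaign, cut at about 16% in these data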;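 note: 0% = DMSO wells and 100% = 60 µM geldanamycin wells; inhibitors lower the luminescence because luciferase stays unfolded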
KLF5 inh: suppresses KLF5 promoter-driven expression. DLD-1 KLF5 promoter-luciferase reporter, luminescence. inhibition, % at 5 µM. hit rate 0.23% among 290,000. AID 1700;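 active = inhibition above a per-plate limit of that plate's mean compound inhibition plus 3 SD, cut at about 60% in these data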;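 note: 0% = DMSO wells and 100% = LY294002 at 200 µM; higher means less KLF5 promoter-driven luciferase light; inactives centre near -14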
Platelet DG rel: modulates dense granule release in human platelets; human platelet-rich plasma, SFLLRN dense granule ATP release, luminescence; inhibition, %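 (compounds screened at 7.5 µM in platelet-rich plasma)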; hit rate 0.22% among 300,000; AID 1663;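 active = mean replicate score, as percent of positive control, at or above 50; inconclusive = mean below 50 but at least one replicate at or above 50; inactive = mean and every replicate below 50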
HSF1 inh: HSF1 inhibition. AID 2098. NIH3T3-HGL HSE-luciferase, MG132-induced, luminescence 8 h; hits give low values. hit rate 0.77% among 300,000. activity change, negative = inhibition, % at 7.5 µM (by protocol);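 active = more than half of replicate wells show activity change below -50%, luminescence cut by over half; inconclusive = some wells, but at most half, below -50%; inactive = no replicate well below -50%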;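 note: luciferase reports HSF-1 transcriptional activity via heat shock element; 0% = median of DMSO wells and -100% = zero luminescence signal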
HSF-1 act: increases HSF-1 driven luciferase reporter signal; NIH3T3-HGL HSF-1 luciferase reporter, MG132, 8 h; 100% = twice DMSO control signal; activation, % at 9 µM; hit rate 1.7% among 300,000; AID 504408;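 active = mean replicate activation of at least 50% with a set share of replicates each reaching 50%; inconclusive = only one of those two conditions met; inactive = mean below 50% and too few replicates reaching it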;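 note: 0% = median of the neutral control wells and 100% = twice that signal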
aSyn 5UTR inh: 5' untranslated region of α-synuclein, MLPCN primary screen. alpha-synuclein 5'UTR reporter, inhibitor activity. inhibition, % (tested at 7.5 µM). hit rate 0.82% among 300,000. AID 1813; in the data active = inhibition above about 60%; inconclusive = no clear call, values can overlap the other calls;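 note: H4 neuroglioblastoma cells stably carrying SNCA 5'UTR luciferase fusion; 0% = DMSO wells and 100% = positive control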
AI-2 QS modul: modulates the Vibrio harveyi AI-2 quorum sensing system; Vibrio harveyi JMH597 AI-2 luminescence/OD600 ratio, 9 h; hits give low values; strain lacks LuxN and CqsS sensors; 0 = neutral-control median; activity change, % at 7.5 µM; hit rate 0.4% among 300,000; AID 2094; in the data active = activity change below about -75%, passing the limit was not always enough; inconclusive = no clear call, values can overlap the other calls;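 note: luminescence divided by OD600 gain over 9 h not by final OD600 alone; inactives centre near 13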
HIF activator: HIF pathway transcriptional activation; U2OS HRE-luciferase reporter, luminescence; normalized: DMSO 0%, desferrioxamine 100%; activation, % at 7.5 µM (by protocol); AID 1910; hit rate 0.32% among 300,000;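 active = mean activation of at least 10% of the iron chelator positive control signal, with at least half of replicates also reaching 10%; inconclusive = mean and replicate majority disagree about reaching 10%; inactive = mean and most replicates under 10%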
IEC-6 tox: counter-screen for KLF5 inhibitors: cytotoxicity in IEC-6 cells | inhibition, % at 5 µM | hit rate 0.78% among 290,000 | AID 1825 | IEC-6 cytotoxicity, luminescence viability; in the data active = inhibition above about 22%;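 note: 0% = plate median of test compound wells and 100% = cytotoxic reference compound wells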
SKKanGAS inh: blocks kanamycin growth of S. pyogenes SKKanGAS strain | BacTiter-Glo, 6 h | inhibition, % at 7.5 µM | hit rate 1.3% among 300,000 | AID 1662;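 active = mean replicate score, as percent of positive control median, at least 50; inconclusive = mean below 50 but one replicate at or above 50; inactive = mean and every replicate below 50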;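 note: strain carries kanamycin resistance gene driven by streptokinase promoter and grows in 40 µg/ml kanamycin; loss of luminescence reflects streptokinase promoter inhibition or plain growth inhibition; 0% = median of DMSO wells and 100% = positive control at its reference dose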
Starred values were filed as active, the others as inactive; ? = inconclusive; nt = not tested or not shown. This is a random part of the collection, and some 6% of all compounds hit somewhere here.

SMILES	HSP90 inh	KLF5 inh	Platelet DG rel	HSF1 inh	HSF-1 act	aSyn 5UTR inh	AI-2 QS modul	HIF activator	IEC-6 tox	SKKanGAS inh
Cc1ccc(C(=O)Nc2cccc(C(F)(F)F)c2)cc1Nc1cnccn1	nt	nt	-9	-19	-20	34	19	0.3	nt	2
O=C(NCc1ccco1)c1ccc(Cn2c(=O)c3ccccc3n(Cc3ccc(Cl)cc3)c2=O)cc1	7	-20	-1	5	32	52	23	-0.8	3	18
O=C(Nc1cc(Cl)cc(Cl)c1)N1CCCC1	-4	-19	-3	-4	3	-3	-4	0.2	-4	59*
O=C(Nc1ccccc1)N1CCC(=S)Nc2ccccc21	3	2	1	-10	-1	-1	9	nt	-3	0
O=C(Nn1nnnc1Nc1ccccc1)C12CC3CC(CC(C3)C1)C2	-1	3	-35	3	-22	19	22	-0.3	4	14
CCc1ccc(OCC(=O)NNC(=O)c2c(CC)noc2C)cc1	nt	nt	3	-3	-2	8	28	0.1	nt	-6
NC(=O)COC(=O)c1cc(-c2ccco2)nc2ccccc12	3	15	-2	-5	-8	-17	22	-0.1	-9	4
CCCCCCCCSc1nnc(CSc2nc3nc(C)cc(C)n3n2)o1	-1	-4	6	-8	-16	12	9	-0.5	0	12
CSc1nc(C)c(Cl)c(C)c1C#N	3	-20	-4	-5	-16	-4	5	-16	-4	5
O=C(OCC(=O)N1CCN(C(=O)c2ccco2)CC1)c1cc(-c2ccccc2)nc2ccccc12	1	-5	-7	-2	13	-8	11	0.0	8	-3
CCOc1ccccc1OCCC(=O)NNC(=O)Cn1nc(C)cc1C	nt	nt	-11	0	-1	6	28	-0.3	nt	-21
O=C(Nc1ccc(Br)cc1)N1CCCCC1	8	-23	3	8	15	-63	-2	2.6	0	3
CCc1cc(C(=O)OC)c(NC(=O)CSc2nccn2C)s1	0	-20	-3	2	11	0	13	-0.7	0	-1
CCN(CC)CCCn1c(=S)[nH]c2cc(Cl)ccc2c1=O	1	-12	-3	-1	12	-26	2	0.2	-6	-1
COc1ccccc1NC(=O)Nc1ccc(NC(=O)c2ccccc2O)cc1	0	-28	nt	0	-5	-22	-6	0.2	1	37
Cc1ccccc1N1CC(C(=O)Nc2nnc(SCc3ccccn3)s2)CC1=O (centres undefined)	1	-26	-10	2	2	12	16	-0.2	-11	5
Nc1nn2cc(-c3ccc(Br)cc3)nc2c2ccccc12	2	-96	15	15	27	-165	2	3.8	16	25
COCCCN(C(=O)c1cc2c(s1)CCC2)c1c(N)n(Cc2ccccc2)c(=O)[nH]c1=O	0	-33	-1	1	-6	-24	14	0.3	9	-3
Nc1nnnn1/N=C/c1ccccc1	-4	-19	5	-8	17	0	5	-0.8	1	-3
CCC(=O)NC(=S)Nc1ccc(NC(=O)c2ccc([N+](=O)[O-])cc2)cc1	-1	-9	-9	-5	1	1	8	-0.8	-4	5

A few values from the results shown.
CCc1cc(C(=O)OC)c(NC(=O)CSc2nccn2C)s1 in IEC-6 tox shows 0
COCCCN(C(=O)c1cc2c(s1)CCC2)c1c(N)n(Cc2ccccc2)c(=O)[nH]c1=O in HSF1 inh shows 1

Next part
SMILES	HSP90 inh	KLF5 inh	Platelet DG rel	HSF1 inh	HSF-1 act	aSyn 5UTR inh	AI-2 QS modul	HIF activator	IEC-6 tox	SKKanGAS inh
N#CCCN(Cc1cccnc1)C(=S)NCc1ccco1	61*	9	4	nt	nt	-19	14	-0.1	4	-2
CN(Cc1c(C(=O)N/N=C/c2cccc(O)c2)nnn1-c1nonc1N)C1CCCCC1	-1	-7	2	-2	-18	4	-3	-0.6	0	11
CS(=O)(=O)c1ccc(C(=O)NC2CCOC2=O)cc1 (centres undefined)	3	-29	1	-5	-8	-8	9	-0.5	0	0
COc1ccc(OC(=O)NCCc2ccccc2)cc1	2	-87	-2	25	43	-134	13	3.3	-3	0
CC(C)OC(=O)CN1CCN(C2c3ccccc3-c3ccccc32)CC1	0	-16	-1	6	-17	-5	23	-0.1	3	25
Cc1ccccc1OCc1nc(-c2ccc(-n3cccc3)cc2)no1	0	-16	20	-3	9	25	4	-0.4	1	-8
CC(C)(C)c1ccc(/C=C2\Oc3cc(O)ccc3C2=O)cc1	-4	-57	0	11	41	-69	20	2.0	9	-3
O=C1CCCC2=C1C(c1ccc(Cl)cc1)n1c(s/c(=C\c3ccc4ccncc4c3)c1=O)=N2 (centres undefined)	2	15	-17	35	?	-28	12	-0.3	4	19
Cc1cc(=O)oc2cc(OC(C)C(=O)NC3CCCC3)ccc12 (centres undefined)	1	-1	2	-10	-19	2	12	-0.7	-1	-5
Cc1ccc(NC(=O)CC2SC3=NCCN3C2=O)cc1 (centres undefined)	-1	-29	1	41	43	-4	33	-0.3	0	4
COc1ccc(C=O)c(OC)c1	0	1	2	-1	-4	19	16	0.4	4	-6
O=C(C1CC1)N1CCC(c2nc(-c3ccc(S(=O)(=O)N4CCCC4)cc3)no2)CC1	-2	-15	-11	2	-13	30	16	-0.2	-6	6
COc1ccccc1CCNC(=O)CSc1nc(=O)[nH]c2c1CCC2	nt	nt	3	-2	-1	0	11	1.1	nt	-6
COc1ccc2nc(N3CCCCC3)c(/C=C3\SC(=S)NC3=O)cc2c1	1	-17	5	-11	-12	-22	23	0.2	0	86*
CCCn1nc2cc(C(=O)NCc3ccc(C)cc3)ccc2c1OCC	-3	-16	-4	-7	-15	12	3	-0.2	1	-6
COC(=O)C1=C(C(=O)OC)[C@@H]2Nc3ccccc3[C@@]23C[C@@H](C(=O)OC)N=C3N1	nt	nt	3	2	6	16	18	-0.9	nt	-6
O=C(CN1C(=O)NC2(CCCCCCC2)C1=O)N1CCc2ccccc2C1	-3	-23	-3	-4	29	5	9	0.4	-8	4
FC(F)(F)c1nc2cc3nc4ccccc4[nH]c3cc2n1	2	-57	-7	16	16	-57	39	0.7	3	17
CN(C)c1ccc(NC(=O)CSc2n[nH]c(-c3ccco3)n2)cc1	4	-9	1	-5	12	-25	21	0.0	8	0
O=C(OCc1cnc(Cl)s1)c1cccc(Cl)c1	-3	-14	9	-2	11	-12	14	0.3	-4	-6
CC(/C=C/c1ccco1)=N\NC(=O)COc1ccc(C)c(C)c1	1	-7	-4	67	78*	-4	3	0.4	-8	-10
O=C(O)c1ccc(Cl)c(S(=O)(=O)NCc2cccnc2)c1	-2	-2	-11	-7	3	-9	7	0.3	-4	-1
CCOC(=O)N1CCC(N2Cc3cccc(C(=O)NC(C)c4ccc5c(c4)OCCO5)c3C2=O)CC1 (centres undefined)	3	-26	1	-1	17	-13	19	-0.1	5	4
Cc1nc2ccccc2c2c1C(=O)N(c1cccc(C(=O)O)c1)C2=O	2	-26	-2	-1	-4	-14	27	-0.3	2	5
O=C(Cn1cnc([N+](=O)[O-])n1)N/N=C/c1ccc(O)cc1O	-3	-23	11	5	3	-12	-3	0.0	-5	10
Cc1cccc(N2CCN(c3nnc(C(F)(F)F)s3)CC2)c1	1	-37	2	3	-7	-36	18	-0.2	2	-1
Cc1cccc(-n2ccnc2CN2CCC(CO)(Cc3ccccc3)CC2)c1	-1	-6	-2	-15	-37	11	27	-0.8	2	16
Cc1ccc(/C=N/n2c(C)nnc2C)s1	0	2	-1	-2	-1	-4	-9	0.9	4	-4
Cc1ccc(S(=O)(=O)Nc2ccc3c(c2)nc(CCN2CCCC2)n3C)cc1	-2	-6	-5	4	-6	0	33	2.1	-1	3
Cc1oc2cc(O)ccc2c(=O)c1Oc1ccccc1Br	-5	-1	-18	-1	-6	-28	29	1.1	-2	-3
O=C(CC(=O)c1ccccc1)Nc1ccc(Cl)cc1	3	-68	nt	20	32	-174	-45	2.2	4	22
CN1CCN(CC#CC2(O)CCCCC2)CC1	-1	-4	-3	7	1	-6	11	0.1	-5	1
COc1cccc(C(O)c2cnc(C(C)C)n2C)c1 (centres undefined)	-1	-10	-2	-8	6	-2	13	-0.4	0	0
CCCCNC(=O)/C(=C/c1ccco1)NC(=O)c1ccco1	-2	-42	-6	0	-1	7	16	1.2	-6	7
O=C(c1ccc(S(=O)(=O)N2CCC(c3nc4ccccc4s3)CC2)cc1)N1CCOCC1	nt	nt	-2	-5	10	-7	7	-0.7	nt	-15
COc1ccc(NC(=O)CN2CCN(c3ccc(F)cc3)CC2)cc1	-3	-29	-9	0	6	9	15	0.2	-11	-6
O=C(NCCc1ccccc1)c1ccc(NS(=O)(=O)c2ccc3[nH]c(=O)[nH]c3c2)cc1	nt	nt	2	4	17	-72	-5	-19	nt	2
Cc1cc(C)n(-c2ccc(NC(=O)C3CCCCN3C(=O)c3ccc(C)s3)cc2)n1 (centres undefined)	-3	-6	-3	5	7	5	23	0.1	-1	1
COc1ccc(-n2c(-c3cc(-c4ccccc4)sc3N)n[nH]c2=S)cc1	5	-30	-9	13	15	-10	nt	0.7	2	18
CC(C)(C)OC(=O)NCCc1nnc(SCc2ccccc2Cl)o1	4	10	-7	14	10	5	13	0.8	-4	1
Cc1cccc(OCc2nnc(SCC(=O)Nc3ccc(N4CCOCC4)cc3)o2)c1	7	-7	7	-10	-26	4	14	0.0	4	0

Part of the list above, reformatted:
Below each compound – HSP90 inh	KLF5 inh	Platelet DG rel	HSF1 inh	HSF-1 act	aSyn 5UTR inh	AI-2 QS modul	HIF activator	IEC-6 tox	SKKanGAS inh
O=C(CC(=O)c1ccccc1)Nc1ccc(Cl)cc1
 : 3	-68	nt	20	32	-174	-45	2.2	4	22
CN1CCN(CC#CC2(O)CCCCC2)CC1
 : -1	-4	-3	7	1	-6	11	0.1	-5	1
COc1cccc(C(O)c2cnc(C(C)C)n2C)c1 (centres undefined)
 : -1	-10	-2	-8	6	-2	13	-0.4	0	0
CCCCNC(=O)/C(=C/c1ccco1)NC(=O)c1ccco1
 : -2	-42	-6	0	-1	7	16	1.2	-6	7
O=C(c1ccc(S(=O)(=O)N2CCC(c3nc4ccccc4s3)CC2)cc1)N1CCOCC1
 : nt	nt	-2	-5	10	-7	7	-0.7	nt	-15
COc1ccc(NC(=O)CN2CCN(c3ccc(F)cc3)CC2)cc1
 : -3	-29	-9	0	6	9	15	0.2	-11	-6
O=C(NCCc1ccccc1)c1ccc(NS(=O)(=O)c2ccc3[nH]c(=O)[nH]c3c2)cc1
 : nt	nt	2	4	17	-72	-5	-19	nt	2
Cc1cc(C)n(-c2ccc(NC(=O)C3CCCCN3C(=O)c3ccc(C)s3)cc2)n1 (centres undefined)
 : -3	-6	-3	5	7	5	23	0.1	-1	1
COc1ccc(-n2c(-c3cc(-c4ccccc4)sc3N)n[nH]c2=S)cc1
 : 5	-30	-9	13	15	-10	nt	0.7	2	18
CC(C)(C)OC(=O)NCCc1nnc(SCc2ccccc2Cl)o1
 : 4	10	-7	14	10	5	13	0.8	-4	1
Cc1cccc(OCc2nnc(SCC(=O)Nc3ccc(N4CCOCC4)cc3)o2)c1
 : 7	-7	7	-10	-26	4	14	0.0	4	0
